# NCI-60 one-dose screen, 48 h, at 10 µM unless noted. Numbers give growth in % (100 = growth as untreated, 0 = no growth, -100 = all killed).
# HL-60(TB): HL-60(TB) leukemia cells; actives 9% (n = 78,000); AID 1794776; active = growth percent below 10
# The depositor's hits bear a star; & = joins results of further samples; [ ] = remark or other dose. A portion of the library; rates above refer to the full screens.
nr	molecule	HL-60(TB)
1	CCOC(=O)c1cc(C(=O)c2ccc(OC)c(OC)c2)n2cnc(-c3ccc(Cl)cc3)cc12	92
2	CC(=O)CC(=O)OCC1COCO1 (stereo unspecified)	96
3	OCC1COC(c2ccccc2)=N1 (stereo unspecified)	99
4	NOCCC(N)C(=O)O (stereo unspecified)	104
5	CCCN1C2CC[C@@H]1c1c(nc(OC)c(C#N)c1-c1ccc(Cl)cc1)/C2=C/c1ccc(Cl)cc1	67
6	Cc1ccc([N+](=O)[O-])c(N)c1	103
7	O=C(OCCO)c1ccccc1O	99
8	Nc1nn2c(-c3ccc(Br)cc3)ccnc2c1N=Nc1ccc(S(N)(=O)=O)cc1	102
9	CN1CC2CC(C1)c1cccc(=O)n1C2 (stereo unspecified)	102
10	COc1ccc2cc(-c3ccnc4c(N=Nc5ccc(C)cc5)c(N)nn34)ccc2c1	96
11	CCOC(=O)c1ccc(NC(=O)c2cn(-c3ccccc3)nc2-c2ccncc2)cc1	13
12	O=C(Oc1ccccc1-c1ccccc1)c1ccccc1C(=O)c1ccccc1	108
13	COc1ccc(S(=O)(=O)n2ccc(-c3ccc(OC(C)C)cc3)n2)cc1	90
14	CN[C@@]1(c2ccccc2Cl)CCCC[C@H]1NCc1ccccc1	97
15	CCc1ccccc1Cc1ccccc1	95
16	O=C1c2ccccc2C(=O)N1c1ccccc1[N+](=O)[O-]	103
17	COc1ccc(-c2nnc(SCC(=O)c3ccccc3)o2)cc1	81
18	N#CCCOCNC(=O)NCOCCC#N	93
19	C[N+](C)(C)CC(=O)N/N=C1/c2ccccc2NC1O (stereo unspecified)	113
20	CC(=O)O[C@H]1CC[C@@]2(C)C(=CC[C@@H]3[C@@H]2CC[C@]2(C)C(Cl)=C(c4nc5ccc(Cl)cn5c4NC(C)(C)C)C[C@@H]32)C1	92
21	COc1ccc2c(c1)c(-c1nc(-c3ccc4ccccc4c3)cs1)cn2C	86
22	O=C(c1nc(=S)[nH][nH]1)c1cnc2n(c1=O)CCCCC2	107
23	Oc1cccc(-c2nc(-c3nn(CN4CCOCC4)c(=S)o3)cc3c2[nH]c2ccccc23)c1	102
24	C/C=C/C(=O)OC(=O)/C=C/C	93
25	O=Cc1ccc([N+](=O)[O-])[nH]1	101
26	N#CN=C(N)c1ccccc1	101
27	O=c1[nH]c(=O)c2cc(Sc3ccc(F)cc3)ccc2[nH]1	96
28	CC(C)NC(=O)OCc1c(COC(=O)NC(C)C)c(-c2ccc(Cl)c(Cl)c2)n2c1CS(=O)(=O)C2	61
29	Cc1ccc(/C=C/c2c3c(nc4ccccc24)CCCC3=O)cc1	57
30	CC(=O)/C(=C/n1c(=S)[nH]c2ccccc21)C(=O)Nc1ccc([N+](=O)[O-])cc1	108
31	COc1ccc(-c2cc(C(=O)OCCO)c(C)n2-c2ccc(Cl)cc2)cc1	76
32	CCN(CC)C(=O)COc1ccc(C=C2C(=O)NC(=S)NC2=O)cc1	106
33	CN1CCN(CC(=O)Nc2cccc(-n3cc(-c4ccncc4)c(-c4ccc(Cl)c(O)c4)n3)c2)CC1	5.3*
34	c1ccc(CCn2cccc2)nc1	1.6*
35	OC(c1ccccc1)c1nn(CN2CCOCC2)c(=S)n1-c1ccc(F)cc1 (stereo unspecified)	134
36	COc1nnc2c3cc(Br)cc(Br)c3n(C)c2n1	111
37	O=C1/C(=C\c2ccc(Cl)cc2)CN(C(=O)c2ccccc2)C/C1=C\c1ccc(Cl)cc1	58
38	COc1ccc(-c2nn(-c3cccc(Cl)c3)cc2/C=C/C(=O)c2ccccc2)cc1	85
39	N#CC1=C(c2ccccc2)Nc2c(c(-c3ccccc3)nn2-c2ccccc2)C12C(=O)Nc1ccccc12 (stereo unspecified)	65
40	O=S(=O)(Nc1ccc2c(c1)OCO2)c1ccc(-c2cnc(C3CC3)o2)cc1	3.5*
41	CCOC(=O)N1CCN(S(=O)(=O)c2oc(-c3ccc(F)cc3)nc2C#N)CC1	117
42	CCCCCCCCC(CO)CCCCCC (stereo unspecified)	99
43	CCS(=O)(=O)Oc1ccc(NC(=O)C23CC4CC(CC(C4)C2)C3)cc1	82
44	CCN(CC)CC(O)CN(CC)CC	103
45	C#CCOC(=O)CNC(=O)[C@]12CC[C@@H](C)[C@H](C)[C@H]1C1=CC[C@@H]3[C@@]4(C)CCC(=O)C(C)(C)[C@@H]4CC[C@@]3(C)[C@]1(C)CC2	90
46	O=C(Cn1c2ccccc2c2cnc3[nH]ccc3c21)N1CCOCC1	94
47	COc1cc(/C=C2\C(=O)Nc3ccc(Br)cc32)cc(OC)c1OC	74
48	CCN(CC)CCCC#CCN1CCOCC1	100
49	COc1ccc2oc(=O)cc(-c3nc4ccc(N)cc4[nH]3)c2c1	101
50	CSc1nc(Cl)cc(Sc2nc(N)nc3nc[nH]c23)n1	106
51	Nc1ccc2[nH]c(-c3ccccc3)cc(=O)c2c1	88
52	COc1cc(CNC(=O)c2ccccc2Nc2ccnc(C(F)(F)F)c2)ccc1O	103
53	COc1ccc(-c2nc3sccn3c2/C=C2\C(=O)Nc3ccccc32)cc1O	74
54	C/C(=N\NC(=O)Cn1c(-c2ccc(S(C)(=O)=O)cc2)nc2cc(Cl)ccc21)c1ccc(Cl)cc1	88
55	CC(=O)[C@H]1CC[C@]2(C)[C@@H]1CC[C@@H]1[C@@]3(C)C/C(=C/c4ccncc4)C(=O)C(C)(C)[C@@H]3CC[C@]12C	143
56	COC(=O)c1ccc(N=C=O)cc1	94
57	CCOC(=O)C1NC(=O)NC1C(=O)OCC (stereo unspecified)	113
58	CC[C@H](Nc1ncnc2nc[nH]c12)c1nc2cccc(NCCCCCC(=O)NO)c2c(=O)n1-c1ccccc1	80
59	Nc1nc2c3cncnc3ccc2c2ncncc12	106
60	N#Cc1c(Cl)nc(SCc2ccc([N+](=O)[O-])cc2)nc1-c1ccc(F)cc1	48

# Other results follow:
nr	molecule	HL-60(TB)
61	CCCCOc1nc2ccc(Cl)cc2cc1/C=C/C(=O)/C=C/c1ccc(Cl)cc1	61
62	Fc1ccccc1C1c2ccccc2-c2nccn21 (stereo unspecified)	77
63	O=C(Cn1cc(-c2ccccc2)nn1)Nc1nc(-c2ccc(F)cc2)cs1	90
64	CC(=O)Oc1ccc(/C=C/C(=O)NC(Cc2ccccc2)C(=O)C(=O)NCc2ccccc2)cc1OC(C)=O (stereo unspecified)	81
65	CC(=O)c1cc(O)c2ccccc2c1O	64
66	CC1([N+](=O)[O-])COP(=O)(NC2CCCC2)OC1 (stereo unspecified)	108&91
67	c1ccc2nc(N/N=C3\CCCCC3C3CCCCC3)ccc2c1 (stereo unspecified)	-20*
68	CO[C@H]1O[C@@H]2[C@H](C)OC(=O)CCCCC(=O)[C@@H]2CC1(OC)OC	107
69	CC1=C(C)C(=O)C(N2CCN(c3ccccc3C)CC2)=C(Cl)C1=O	101
70	O=c1cc(Cn2cnc3c(NCc4ccco4)ncnc32)c2cc(F)ccc2o1	91
71	COc1ccc(Nc2nc(C)c(/C(C)=N\NC(N)=S)s2)cc1	93
72	CC(=O)Oc1ccccc1C(=O)Nc1cc(C(C)C)ccc1C	-28*
73	C/C(=N\O)c1ccc(OCC(=O)Nc2nc(-c3ccc(Cl)cc3)cs2)cc1	115
74	CC1(C)CC[C@]23CC[C@]4(C)[C@H](CC[C@@H]5[C@@]6(C)C/C(=C/c7ccncc7)C(=O)C(C)(C)[C@@H]6CC[C@]54C)[C@H]2[C@H]1OC3=O	43[100 µM]
75	Nc1c(C(=O)Nc2ccccc2)sc2nc3c(cc12)CCCCC3	10
76	O=C1c2ccccc2-c2ccccc2NC1O (stereo unspecified)	113
77	COc1ccc(-c2cc(Cc3cc(OC)c(OC)c(OC)c3)c(=O)[nH]n2)cc1	93
78	CCc1c(C)c2cc3nc(-c4ccc([N+](=O)[O-])cc4)oc3c(C)c2oc1=O	90
79	Cc1nc2sc(C(=O)Nc3ccc(S(=O)(=O)Nc4ncccn4)cc3)c(N)c2c(C)c1Br	99
80	CC(=O)C1C2(O)OC(=O)CC2=C2C(=O)OC(=O)C2C1(C)O (stereo unspecified)	98

# Part of the list above in order of count of non-hydrogen atoms, high to low:
nr	molecule	HL-60(TB)
74	CC1(C)CC[C@]23CC[C@]4(C)[C@H](CC[C@@H]5[C@@]6(C)C/C(=C/c7ccncc7)C(=O)C(C)(C)[C@@H]6CC[C@]54C)[C@H]2[C@H]1OC3=O	43[100 µM]
64	CC(=O)Oc1ccc(/C=C/C(=O)NC(Cc2ccccc2)C(=O)C(=O)NCc2ccccc2)cc1OC(C)=O (stereo unspecified)	81
79	Cc1nc2sc(C(=O)Nc3ccc(S(=O)(=O)Nc4ncccn4)cc3)c(N)c2c(C)c1Br	99
70	O=c1cc(Cn2cnc3c(NCc4ccco4)ncnc32)c2cc(F)ccc2o1	91
77	COc1ccc(-c2cc(Cc3cc(OC)c(OC)c(OC)c3)c(=O)[nH]n2)cc1	93
78	CCc1c(C)c2cc3nc(-c4ccc([N+](=O)[O-])cc4)oc3c(C)c2oc1=O	90
67	c1ccc2nc(N/N=C3\CCCCC3C3CCCCC3)ccc2c1 (stereo unspecified)	-20*
72	CC(=O)Oc1ccccc1C(=O)Nc1cc(C(C)C)ccc1C	-28*
71	COc1ccc(Nc2nc(C)c(/C(C)=N\NC(N)=S)s2)cc1	93
80	CC(=O)C1C2(O)OC(=O)CC2=C2C(=O)OC(=O)C2C1(C)O (stereo unspecified)	98
62	Fc1ccccc1C1c2ccccc2-c2nccn21 (stereo unspecified)	77
76	O=C1c2ccccc2-c2ccccc2NC1O (stereo unspecified)	113
65	CC(=O)c1cc(O)c2ccccc2c1O	64

# Later entries
nr	molecule	HL-60(TB)
81	CC[C@]12C=CCN3CC[C@]4(C(=C(C(=O)OC)C1)Nc1cc(OC)c(OC(C)=O)cc14)[C@@H]32	-8.4*
82	O=C(N/N=C/c1ccc2c(c1)CCN2)c1cccs1	92
83	Cc1ccc(S(=O)(=O)OCCN(CCOS(=O)(=O)c2ccc(C)cc2)c2ccc(F)cc2)cc1	91
84	CCC(C)(C)C1CCCCC1OC(C)=O (stereo unspecified)	89
85	CN1C2CCC1CC(OC(=O)c1ccccc1)C2 (stereo unspecified)	103
86	COc1cc(CNC(=O)/C=C/C=C/c2ccc3c(c2)OCO3)ccc1OCC(=O)NO	111
87	C=C(C)C1CC[C@]2(C(=O)NCCN(CCN)CCN)CC[C@]3(C)C(=CC[C@@H]4[C@@]5(C)C[C@@H](CC#CC#CC[C@@H]6C[C@]7(C)[C@H]8CC=C9[C@H]%10[C@H](C(=C)C)CC[C@]%10(C(=O)NCCN(CCN)CCN)CC[C@@]9(C)[C@]8(C)CC[C@H]7C(C)(C)[C@H]6OC(C)=O)[C@H](OC(C)=O)C(C)(C)[C@@H]5CC[C@]43C)[C@@H]12 (stereo partly specified)	114
88	COc1cccc(-c2cc3c(O)cc(C#N)cc3[nH]2)c1	21
89	CCOC(=O)c1cc(C)n(-c2ccc(C(=O)O)cc2)c1C	86
90	CCN(CC)C(=O)c1nnn(-c2ccc(N)cc2)c1C	98
91	O=C(Nc1cccc(-c2nc3ccccc3c(=O)[nH]2)c1)c1c[nH]c2ccccc12	93
92	O=C(Nc1cc(C(F)(F)F)cc(C(F)(F)F)c1)Nc1cc2ccccc2cc1C(=O)O	100
93	CC(=O)c1nn(-c2ccccc2)/c(=N\N=C\c2coc3ccc(F)cc3c2=O)s1	105
94	NC(=O)N/C=C1\CCCOC1=O	96
95	CN(C)c1ccc(NC(=O)Cc2ccc(/C=C/C(=O)c3ccccc3O)cc2)cc1	66
96	O=[N+]([O-])c1cc(S(=O)(=O)c2ccc(F)c([N+](=O)[O-])c2)ccc1F	60
97	CCc1c2ccccc2c(CC)c2ccccc12	73
98	c1ccc2c(c1)CCCN2c1nc(N2CCCC2)nc(N2CCOCC2)n1	92
99	CC12c3ccccc3C(C)(c3ccccc31)C(NS(=O)(=O)c1ccc(Cl)cc1)C2O (stereo unspecified)	102
100	CCCCCCNC(=O)Oc1ccc(/C(=C(/CC)Cc2ccccc2)c2ccc(OCCN(CC)CC)cc2)cc1	55
101	CCCCCCNC(=O)/C(=C/c1ccc(OC)cc1)NC(=O)c1ccccc1	99
102	Cc1cccc(N)c1O	101
103	C1CCCc2c(-c3n[nH]c4c3CCCCCC4)n[nH]c2CC1	88
104	Fc1ccc(Cc2ccc(F)cc2)cc1	103
105	CCCn1cc(/C=N\N=C2\C(=O)Nc3ccc([N+](=O)[O-])cc32)c2ccccc21	90
106	CCOc1ccc(C=C(C#N)C#N)cc1OCC	107
107	CCOC(=O)CC1C(COC(=O)NC)OC(n2cnc3c(N)ncnc32)C1O[Si](C)(C)C(C)(C)C (stereo unspecified)	80
108	CCc1ccc(SC2c3cc(OC)ccc3Oc3nc(N)c(C#N)c(N)c32)cc1 (stereo unspecified)	-78*
109	Nc1n[nH]c2ccc([C@@H]3Nc4cc5c(cc4[C@H]4C6CCC(C6)[C@@H]34)C(=O)NC5)cc12 (stereo partly specified)	-39*
110	N#C/C(=C\c1ccc(-c2cc(Cl)ccc2Cl)o1)c1nc2ccccc2c(=O)[nH]1	102
111	O=C(NCc1ccc(F)c(Cl)c1)C1C2C(=O)N(c3ccc(Cl)cc3)C(=O)C2C2c3ccccc3C=NN12 (stereo unspecified)	96
112	CCc1c2c(nc3ccc(OCc4ccc(B5OC(C)(C)C(C)(C)O5)cc4)cc13)-c1cc3c(c(=O)n1C2)COC(=O)[C@]3(O)CC	-1.7*
113	COc1cccc(-c2nn(-c3ccccc3)cc2-c2ccnc(NCCCNS(=O)(=O)c3ccc(C)cc3)c2)c1	40
114	NC[C@H]1O[C@H](OC2[C@@H](N)C[C@@H](N)[C@H](O[C@H]3O[C@H](CO)[C@@H](O)[C@H](N)[C@H]3O)[C@H]2O)[C@H](O)[C@@H](O)[C@@H]1O (stereo partly specified)	94
115	CCN(CC)C(=O)c1c(-[n+]2noc(=O)[nH]2)no[n+]1[O-]	99
116	O=C(NC1CCN(Cc2ccccc2)CC1)c1cc(-c2cccnc2)nc2ccc(Cl)cc12	74
117	CCCCC(=O)N/N=C/c1cc(I)cc(I)c1O	4.5*
118	NC(=O)c1ccc(-c2c3ccccc3cc3c2ccc2ccccc23)cc1	16

# Compound activity (PubChem BioAssay)
